Assay outcomes deposited in PubChem BioAssay by National Center for Advancing Translational Sciences (NCATS).
EPAC2 ag = agonists of human EPAC2 (RAPGEF4) | EPAC2 activation, biochemical qHTS; response scale: 100% = 6.5 mM cAMP response | Potency, µM (top dose mostly 154 µM), for inactives: at the highest dose activation, actives largely listed as activators | 360,000 tested, 0.079% active; further: potency means the concentration at half of the fitted maximal effect; nearly all actives have a fitted effect of over 50% in size
Target sequence (Q8WZA2 whole entry, looked up): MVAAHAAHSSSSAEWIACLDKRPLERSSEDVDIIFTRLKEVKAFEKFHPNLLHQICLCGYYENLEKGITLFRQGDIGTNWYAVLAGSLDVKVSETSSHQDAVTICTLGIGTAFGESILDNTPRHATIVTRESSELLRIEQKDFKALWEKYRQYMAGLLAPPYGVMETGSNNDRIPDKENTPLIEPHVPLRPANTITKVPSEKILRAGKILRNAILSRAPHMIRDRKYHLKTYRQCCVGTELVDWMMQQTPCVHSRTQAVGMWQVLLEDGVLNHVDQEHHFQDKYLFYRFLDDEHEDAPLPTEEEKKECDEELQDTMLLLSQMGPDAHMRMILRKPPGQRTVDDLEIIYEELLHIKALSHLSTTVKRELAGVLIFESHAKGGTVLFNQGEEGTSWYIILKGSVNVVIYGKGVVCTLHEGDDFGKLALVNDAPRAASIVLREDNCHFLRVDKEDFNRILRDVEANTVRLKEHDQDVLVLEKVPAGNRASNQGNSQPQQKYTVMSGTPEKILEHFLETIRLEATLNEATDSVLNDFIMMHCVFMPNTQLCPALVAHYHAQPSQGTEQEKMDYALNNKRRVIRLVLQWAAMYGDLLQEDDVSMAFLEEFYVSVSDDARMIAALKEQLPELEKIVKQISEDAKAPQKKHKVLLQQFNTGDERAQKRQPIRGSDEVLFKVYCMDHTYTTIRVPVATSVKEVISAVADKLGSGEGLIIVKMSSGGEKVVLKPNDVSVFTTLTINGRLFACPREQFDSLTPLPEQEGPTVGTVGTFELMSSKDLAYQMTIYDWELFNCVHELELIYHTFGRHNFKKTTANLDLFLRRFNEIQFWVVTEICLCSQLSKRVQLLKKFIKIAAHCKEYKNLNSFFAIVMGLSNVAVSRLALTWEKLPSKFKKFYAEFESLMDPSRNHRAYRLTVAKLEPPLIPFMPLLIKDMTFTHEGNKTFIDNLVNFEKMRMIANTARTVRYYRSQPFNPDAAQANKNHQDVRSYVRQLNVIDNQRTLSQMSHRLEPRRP
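Exchange assay: 100 nM EPAC2 with 250 nM Rap1B-BODIPY-GDP and 50 uM GDP. Fluorescence (ex 480/em 540 nm) read every 5 min for 30 min at room temperature. Data normalized to 6.5 mM cAMP as agonist control.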
pAkt inh = blocks phosphorylation of Akt; Neuro2A IGF-stimulated pAkt S473 HTRF, 20 min; stronger effect = lower value; activity change, % for hits at 50 µM; 360,000 tested, 0.32% active; AID 651550; in the data active means activity change below about -80%; inconclusive means mostly about -51% to -80%; further: on the % scale 0 is the no-effect control and ±100 the full control effect
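Neuro2A cells (4,500/well, DMEM with 0.5% FBS) were treated with compound at a single 50 µM final concentration, stimulated with 6 nM IGF for 20 min at 37 °C, and lysed. Phospho-Akt Ser473 was read by HTRF as 665/615 ratio ×10^4.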
DRD3 antagonist = blocks the human D3 dopamine receptor | P35462 | D3R cells, DiscoveRx beta-arrestin luminescence, antagonist mode; stronger effect = lower value | max response, negative = inhibition, % | 360,000 tested, 2.5% active | AID 652054; in the data active means max response below about -50%; inconclusive means no clear call, values can overlap the other calls; further: on the % scale 0 is the no-effect control and ±100 the full control effect; mostly tested at two doses, the higher about 12 µM
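Cells expressing the human receptor were seeded at 1500 cells/well, incubated overnight at 37 degrees C in 5% CO2, then exposed to library compounds with dopamine controls for 90 minutes at 37 degrees C before luminescent detection.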
MmCpn inh = blocks the Methanococcus maripaludis chaperonin Mm-Cpn; Potency, µM (doses to about 76.9 µM), inactives show top-dose activity, negative = inhibition, usual class: inhibitors; 330,000 tested, 0.031% active; purified Mm-Cpn ATPase, ADP Transcreener TR-FRET; AID 504842; further: potency means the concentration at half of the fitted maximal effect; on the % scale 0 is the no-effect control and ±100 the full control effect; nearly all actives have a fitted effect of over 80% in size
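Eu-cryptate anti-ADP/ADP-d2 competition gives a ratio inversely related to ADP. Enzyme at 25 nM was pre-exposed to compound for 10 min, then given 10 uM ATP for 30 min, 37°C throughout.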
D3 ag = activates the human D3 dopamine receptor; D3R DiscoveRx beta-arrestin cells, luminescence, 90 min; max activation, %; 410,000 tested, 0.58% active; in the data active means max activation above about 30%; further: 0% is about no effect; mostly tested at two doses, the higher about 12 µM
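Agonist-mode cell screen: cells plated at 1500/well and incubated overnight at 37 °C, then exposed to library compounds for 90 min at 37 °C. Detection reagent was added for 30–60 min at room temperature, and luminescence was read.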
PTHR1 agonist = agonists of human PTHR1 parathyroid hormone receptor; Q03431; HEK293 GP2 PTHR1 cells, GloSensor cAMP luminescence, 1 h; Potency, µM (top dose mostly 115 µM), inactives show at the highest dose activation, most hits filed as activators; 410,000 tested, 0.075% active; AID 743266; further: potency means the concentration at half of the fitted maximal effect; nearly all actives have a fitted effect of over 55% in size; some results filed as inactive show a strong effect at the top dose; inactives centre near -15; many of its hits are not listed in these tables
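HEK-293-derived GP2 cells expressing PTHR1 and a GloSensor cAMP reporter, 3,000/well, plated overnight, given luciferin plus IBMX (each 0.5 mM as added) for 1 h at 37 °C, then compound for 1 h at 37 °C. Luminescence was read after 15 min at room temperature.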
EPAC2 antagonist = EPAC2 (human) antagonism; Q8WZA2; EPAC2 GEF exchange of Rap1B-BODIPY-GDP, fluorescence; Potency, µM (highest dose often 114 µM), for inactives: at the top dose activity, negative = inhibition, actives largely listed as inhibitors; 360,000 tested, 0.18% active; AID 720708; further: potency means the concentration at half of the fitted maximal effect; on the % scale 0 is the no-effect control and ±100 the full control effect; nearly all actives have a fitted effect of over 45% in size; many of its hits are not listed in these tables
CCT modulator = changes cytosolic chaperonin activity. 360,000 tested, 0.3% active. activity change, % (concentration not given with the values), hits read low. purified chaperonin ATPase assay, HTRF ADP detection, 30 min. AID 651819; in the data active means activity change below about -30%; further: on the % scale 0 is the no-effect control and ±100 the full control effect
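First, chaperonin was dispensed at 40 nM or 20 nM final depending on batch activity. Next, compounds were pinned at 76 uM and ATP added at 10 uM. After 30 min at 37 °C, ADP detection reagents ran 30 min at ambient temperature.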
Numbers without * were called inactive; i = inactive; ? = inconclusive; nt = not tested or not shown; & = joins results of further samples; [ ] = remark or other dose. Unless noted, the call rests on the fitted dose curve; in most records, active means well fitted curve in the direction sought with a large enough effect; inconclusive means small, poorly fitted or top-dose-only effect, or another doubt; inactive means no such curve, though single readings can be large; an effect the other way counts as inactive or inconclusive. Only part of the results is shown; the hit share may differ from the screen's.

molecule,EPAC2 ag,pAkt inh,DRD3 antagonist,MmCpn inh,D3 ag,PTHR1 agonist,EPAC2 antagonist,CCT modulator
CC1(C)CC(=O)/C(=C(/O)CCCN2C(=O)c3ccccc3C2=O)C(=NC(C)(C)C)C1,27%,i,3,0%,6,i,0%,-0.2
O=C(N/N=C/c1ccc(C(=O)O)cc1)C(=O)N1CCCCCC1,18%,i,-18,-3%,-8,i,9%,-4.6
O=Cc1cccc(Oc2ccc([N+](=O)[O-])cc2[N+](=O)[O-])c1,2%,i,4,-1%,3,-17%,8%,1.7
O=C(NCc1ccc(F)cc1)c1cc(C2CCCCN2S(=O)(=O)c2cccs2)on1 (centres undefined),1%,i,-17,nt,-2,-23%,6%,1.1
COc1ccc(N(C(=O)Cn2nnc3ccccc32)C(C(=O)NCc2ccco2)c2ccncc2)cc1 (centres undefined),1%,i,-3,-3%,10,i,8%,-0.6
OCCN1CCN(CC(O)C(F)(F)F)CC1 (centres undefined),-7%,i,5,-2%,1,-16%,-24%,-3.3
COCC1CCCCN1C(=O)c1cc(COc2ccc(C)c(C)c2)on1 (centres undefined),0%,i,0,nt,-4,-25%,1%,-0.4
CC1CCCCC1NC(=O)CCC(=O)N1CCOc2ccc(Cl)cc21 (centres undefined),11%,i,-53*,?,-20,-2%,4%,-3.1
COc1ccc(N(C(=O)c2cccnc2)S(=O)(=O)c2ccccc2)cc1,14%,i,-6,2%,5,i,-9%,-0.3
Cc1ccc(CNC(=O)c2ccccc2NC(=O)CSc2nnnn2C)cc1,-4%,i,83,-2%,-17,-5%[57.5 µM],11%,-1.7
COC(=O)[C@H](Cc1ccccc1)NC(=O)O[C@H]1C(=O)c2ccc(OC)cc2O[C@@H]1c1ccc2c(c1)OCO2,13%,i,35,-8%,2,-24%,-3%,-3.4
O=C(CC[C@H]1O[C@@H](n2ccc(=O)[nH]c2=O)[C@H](O)[C@@H]1O)NCC(c1ccccc1)c1ccccc1,-12%,i,0,nt,-11,-4%,2%,1.7
Cc1ccc2cc(CN(Cc3ccco3)C(=O)c3ccco3)c3nnnn3c2c1,8%,i,-3,1%,-11,-20%,?,0.9
CC(C)CC(=O)NC1(C(F)(F)F)C(=O)Nc2c1c(=O)n(C)c(=O)n2C (centres undefined),14%,i,1,0%,-14,-5%,6%,-2.3
CC(C)[C@H](NC(=O)NCc1ccc(Cl)cc1)C(=O)O,5%,i,?,-1%,7,i,3%,0.3
Cc1c(Cc2ccc3c(c2)OCO3)sc(NC(=O)c2ccccc2)c1C(N)=O,17%,i,-7,-3%,-2,-4%,-14%,-0.3
CC1CCN(S(=O)(=O)c2cccc(C(=O)Nc3nncs3)c2)CC1,8%,i,0,2%,-4,i,-16%,-1.3
C#Cc1cccc(C(=O)NC2CCCN(C3Cc4ccccc4C3)C2)c1 (centres undefined),8%,nt,-13,-2%,-12,i,-1%,-3.3
Cc1ccccc1OCc1nc2ccccc2c(=O)n1/N=C/c1c[nH]c2ccccc12,6%,i,31,-8%,14,-25%,-10%,-1.5
CC(=O)c1ccc(NC(=O)C(C)O/N=C(\N)c2ccccc2)cc1 (centres undefined),6%,i,-19,0%,6,-22%,-2%,-0.5
C=CCOC(=O)C1=C[C@@H](c2ccc3c(c2)OCO3)C[C@@H](OCc2ccc(CO)cc2)O1,27%,i,-3,nt,3,-15%,-12%,-3.9
Cc1ccccc1OCCC(=O)OCC(=O)NC1CC1,-3%,i,17,2%,3,i,2%,-2.7
COc1cc(/C=C/C(=O)N2CCC=CC2=O)cc(OC)c1OC,8%,i,?,-1%,0,-86%[inhibitor],6%,1.3
Cc1ccc(S(=O)(=O)CCC(=O)OCc2cc(=O)oc3cc(C)ccc23)cc1,8%,i,-8,-1%,0,i,-10%,-2.1
CCn1c(SCC(=O)OC)nc2sc3c(c2c1=O)CC(C)(C)OC3,15%,i,-15,2%,-7,-15%,-10%,-0.8

The listing continues.
molecule,EPAC2 ag,pAkt inh,DRD3 antagonist,MmCpn inh,D3 ag,PTHR1 agonist,EPAC2 antagonist,CCT modulator
COc1cc2c(cc1OC)C(C)N(C(=O)c1cc3c(s1)-c1ccccc1OC3)CC2 (centres undefined),15%,i,13,-11%,2,i,-5%,0.6
CCOc1ccc(S(=O)(=O)NCCC(=O)OCC(=O)NC(=O)c2cccn2C)cc1,-6%,i,11,-1%,-4,i,12%,-0.7
CN1CCN(C(=S)NC(=O)/C=C/c2ccccc2Cl)CC1,-1%,i,2,3%,-13,0%,3%,1.8
Cc1ccccc1NC(=O)c1ccc2c(O)c(S(=O)(=O)c3ccccc3)c(=O)[nH]c2c1,-5%,i,0,0%,-1&-15,13%,8%,-1.7
COc1ccc(OCC(=O)Nc2ncc3c(n2)CC(C)(C)CC3=O)cc1,-12%,i,18,-1%,3,-8%[57.5 µM],13%,1.7
CN(C)c1ccc(C=c2c3ccccc3n3c2cc(-c2ccccc2)[n+]3C)cc1,11%,i,?,nt,-11,-43%,-1%,1.1
COc1ccc(-c2noc(CN(C)Cc3ccc(C)o3)n2)cc1,3%,i,-12,1%,-2,-11%,-3%,1.7
CC(=O)N/N=C/c1ccc(OCCOc2ccc(Br)cc2)cc1,7%,i,-15,1%,-13,i,4%,-4.5
Nc1nc(NCc2ccco2)nc(N2CCCCC2)c1[N+](=O)[O-],-8%,i,25,0%,2,-38%[inhibitor],-2%,1.6
Cn1c(SCC#N)nnc1-c1ccc2c(c1)OCO2,-11%,i,-3,-1%,1,-7%,7%,-3.0
Cn1c(SCc2ccccc2F)nc2cccnc21,5%,i,37,-1%,18,-21%[57.5 µM],7%,-14
COc1ccc(Cc2c(O)nc(SCC(=O)N3CCOCC3)[nH]c2=O)cc1,-2%,i,2,1%,1,i,-1%,-3.6
Cc1csc(NC(=O)c2cccnc2Cl)n1,2%,i,10,nt,-6,-3%,1%,1.7
Cc1cc(C)cc(OCC(=O)OCC(=O)Nc2cc(S(=O)(=O)N3CCOCC3)ccc2C)c1,16%,i,-16,1%,-5,1%,-6%,-2.9
Cc1cc(=O)[nH]c(N/N=C/c2ccc(Cl)cc2Cl)n1,10%,i,-2,?,1,-23%,4%,-1.8
COc1ccc(C(CNC(=O)c2cccn2C)N2CCOCC2)cc1 (centres undefined),1%,i,-12,0%,-2,i,13%,-3.3
CC(=O)Nc1nnc(SCC(=O)NC(C)(C)C)s1,7%,i,4,1%,-1,-3%[57.5 µM],6%,-3.8
CCc1nnc(NC(=O)CSc2nnc(-c3ccoc3C)n2-c2ccccc2)s1,-1%,i,-16,-1%,0,-7%,-8%,-2.0
CCCc1c(C)nc(N2CCN(c3cccc(OC)c3)CC2)[nH]c1=O,-2%,i,40,-2%,1,-27%,0%,1.9
C=CCn1c(=O)c2c(C)c(C)sc2n2c(Nc3ccccc3)nnc12,3%,nt,-22,0%,-17,i,12%,-2.3
CCOC(=O)C(C(=O)Nc1cccc(C)n1)C1CCCCC1 (centres undefined),13%,i,33,-2%,11,i,-4%,-0.8
CC(=O)c1c(N2CCN(C(=O)C3CCCO3)CC2)nc(=S)n(-c2ccccc2)c1C (centres undefined),5%,i,-25,0%,-6,-1%[57.5 µM],-8%,-3.0
Cc1cccc(C)c1OCC(=O)Nc1cc(Cl)ccc1-n1cncn1,7%,i,7,1%,4,-4%,-11%,-3.0
O=C(NCCCN1CCOCC1)c1ccccc1,-2%,i,15,-2%,0,-20%[57.5 µM],-6%,-0.2
O=C(CSc1nc(=O)n(CCN2CCOCC2)c2c1CCCC2)Nc1ccc([N+](=O)[O-])cc1,5%,i,5,1%,5,-7%,0%,-0.8

Next part
molecule,EPAC2 ag,pAkt inh,DRD3 antagonist,MmCpn inh,D3 ag,PTHR1 agonist,EPAC2 antagonist,CCT modulator
Cc1ccc(CNS(=O)(=O)N(C)C)cc1,1%,i,-28,-4%,4,-23%[57.5 µM],8%,0.8
Cc1cc(NS(=O)(=O)c2ccc(NC(=O)/C=C/c3ccccc3)cc2)nc(C)n1,0%,i,6,0%,4,-9%,-2%,-0.1
CC1Sc2ccccc2N(Cc2ccc(OC(F)(F)F)cc2)C1=O (centres undefined),-1%,i,3,nt,-2,-83%[inhibitor],-22%,-1.9
COc1ccc(/C=c2\s/c(=C/C(=O)c3ccc(C)cc3)[nH]c2=O)cc1OC,10%,i,0,-1%,-4,i,11%,-0.2
O=C(NCc1ccccc1F)C(=O)NCC1OCCCN1S(=O)(=O)c1cccs1 (centres undefined),9%,i,20,0%,9,i,20%,1.0
Cn1cc([N+](=O)[O-])c(C(=O)N/N=C/c2ccc([N+](=O)[O-])cc2)n1,4%,i,8,-1%,6,-28%,-2%,-3.0
CC(=O)c1cccc(NC(=O)N[C@@H](CC(C)C)C(=O)O)c1,10%,i,13,-9%,8,i,-1%,-1.4
Cc1cc(C(=O)NNC(=O)C(C)NS(=O)(=O)c2ccccc2F)c(C)o1 (centres undefined),6%,i,-4,1%,-1,-15%,21%,0.8
COc1ccc(CCN(C)C(=O)c2cc(S(=O)(=O)N3CCCCCC3)ccc2OC)cc1OC,3%,i,12,1%,3,i,4%,1.2
O=C(CN1C(=O)NC2(CCCCCC2)C1=O)c1cccs1,10%,i,-8,-2%,-9,i,-1%,-2.0
O=C(NCCCN1CCCC1=O)C(=O)NCC1OCCN1S(=O)(=O)c1ccc(Br)cc1 (centres undefined),2%,i,6,2%,0,i,8%,-1.5
CC1=C(C(=O)OCCOc2ccccc2)C(c2coc3ccccc3c2=O)C2=C(CCCC2=O)N1 (centres undefined),-7%,i,19,0%,0,-22%,-23%,0.9

Single records, from the list above. Values in the order: EPAC2 ag | pAkt inh | DRD3 antagonist | MmCpn inh | D3 ag | PTHR1 agonist | EPAC2 antagonist | CCT modulator
`Cn1cc([N+](=O)[O-])c(C(=O)N/N=C/c2ccc([N+](=O)[O-])cc2)n1` reads 4% | i | 8 | -1% | 6 | -28% | -2% | -3.0
`O=C(NCc1ccccc1F)C(=O)NCC1OCCCN1S(=O)(=O)c1cccs1` (centres undefined) reads 9% | i | 20 | 0% | 9 | i | 20% | 1.0
